# CD11b adhes enh: increases human CD11b/CD18 adhesion to fibrinogen; AID 1499; K562 CD11b/CD18 adhesion to fibrinogen, ATPlite luminescence; activation, % at 10 µM; 93,000 compounds, 0.07% hits;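 active = 10 µM primary screen giving 50% or more activity, confirmed by 40% or more on retest at that dose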; also: strong numbers were not always called active; reference of the scale not given here
# Smad3 inh: blocks human Smad3 binding to FoxH1 peptide. TR-FRET Smad3/Dy647-FoxH1 peptide binding, europium anti-His. P84022. 88,000 compounds, 0.29% hits. inhibition, % at 25 µM;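 active = compounds that reduce the energy-transfer binding signal between the protein and its labelled peptide by more than half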;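 also: 0% = Smad3 plus labelled peptide maximal FRET and 100% = peptide-only background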
# Mac1 fbg inh: inhibitors of human CD11b/CD18 binding to fibrinogen | P05107+P11215 | K562 CD11b/CD18 adhesion to fibrinogen, ATPlite luminescence; Mn2+ added to activate the integrin | inhibition, % at 10 µM | 93,000 compounds, 0.54% hits | AID 1497;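 active = primary inhibition of 50% or more at 10 µM, then 40% or more on retest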; also: some results filed as inactive read as strong as hits
# sEH act: activators of human soluble epoxide hydrolase. 91,000 compounds, 0.04% hits. activation, % at 2 µM. P34913. AID 717. purified human sEH enzymatic activity, activator screen; in the data active = activation above about 37%; also: values of inactives mirror those of a sister screen read the other way
# Target sequence (P34913 whole entry, looked up): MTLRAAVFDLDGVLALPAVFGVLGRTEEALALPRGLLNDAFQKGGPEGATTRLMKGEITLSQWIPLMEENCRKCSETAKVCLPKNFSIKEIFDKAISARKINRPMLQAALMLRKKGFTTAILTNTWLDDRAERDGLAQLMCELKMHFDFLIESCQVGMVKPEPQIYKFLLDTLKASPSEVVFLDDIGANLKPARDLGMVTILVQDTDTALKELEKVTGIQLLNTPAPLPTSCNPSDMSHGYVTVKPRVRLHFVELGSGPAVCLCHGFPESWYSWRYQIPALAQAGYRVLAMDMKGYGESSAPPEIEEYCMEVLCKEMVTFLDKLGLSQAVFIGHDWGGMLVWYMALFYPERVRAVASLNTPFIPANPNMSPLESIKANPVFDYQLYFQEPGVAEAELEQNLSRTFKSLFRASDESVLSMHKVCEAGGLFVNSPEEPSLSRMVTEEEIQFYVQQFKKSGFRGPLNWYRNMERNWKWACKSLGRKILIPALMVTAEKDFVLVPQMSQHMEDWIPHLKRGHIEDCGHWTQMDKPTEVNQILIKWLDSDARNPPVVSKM
# MT1-MMP txn act: activates MT1-MMP transcription; AID 750; activation factor at 10 µM; 86,000 compounds, 0.16% hits; HT1080 MT1-MMP promoter luciferase reporter, luminescence, overnight; active compounds read high;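 active = activation factor of at least 2 for MT1-MMP transcription at 10 µM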
# sEH inh: soluble epoxide hydrolase (human) inhibition | P34913 | 91,000 compounds, 0.34% hits | inhibition, % at 2 µM | AID 707 | recombinant human sEH enzymatic activity assay; in the data active = inhibition above about 80%; also: values of inactives mirror those of a sister screen read the other way; many of its hits are not listed in these tables
# Candida biofilm: kills Candida albicans biofilms; C. albicans biofilm + clotrimazole, Alamar Blue; inhibition, % at 6 µM; 85,000 compounds, 0.14% hits; AID 834;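 active = inhibition above 20%; inactive = inhibition below 20%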;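 also: preformed 24 hr biofilms exposed to compound for 48 hr; 0% = biofilm without compound and 100% = blank killed by clotrimazole plus chlorhexidine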
# ERa coact pot: enhances coactivator binding to human estrogen receptor alpha; P03372; TR-FRET ERalpha-LBD/SRC-Cy5 coactivator binding, 2 h; 100 = basal binding, no effect; coactivator binding (% of control), % at 25.6 µM; 86,000 compounds, 1.3% hits; AID 639; in the data active = activity above about 200%;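 also: binding measured in presence of low estradiol as agonist stimulus; 0% = peptide alone without receptor and 100% = receptor with peptide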
# ERb coact inh: blocks coactivator binding to human estrogen receptor beta; Q92731; TR-FRET ER-beta LBD / SRC1-Cy5 peptide binding; receptor agonist-loaded with 1 µM estradiol; inhibition, % at 25.6 µM; 86,000 compounds, 1.3% hits; AID 633;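 active = compounds whose percent inhibition of the receptor-coactivator binding signal exceeds about 50% in the single-dose screen, limit read from the data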;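 also: 0% = receptor plus peptide wells without compound and 100% = peptide-only wells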
# Target sequence (Q92731 whole entry, looked up, the tested form may be a part): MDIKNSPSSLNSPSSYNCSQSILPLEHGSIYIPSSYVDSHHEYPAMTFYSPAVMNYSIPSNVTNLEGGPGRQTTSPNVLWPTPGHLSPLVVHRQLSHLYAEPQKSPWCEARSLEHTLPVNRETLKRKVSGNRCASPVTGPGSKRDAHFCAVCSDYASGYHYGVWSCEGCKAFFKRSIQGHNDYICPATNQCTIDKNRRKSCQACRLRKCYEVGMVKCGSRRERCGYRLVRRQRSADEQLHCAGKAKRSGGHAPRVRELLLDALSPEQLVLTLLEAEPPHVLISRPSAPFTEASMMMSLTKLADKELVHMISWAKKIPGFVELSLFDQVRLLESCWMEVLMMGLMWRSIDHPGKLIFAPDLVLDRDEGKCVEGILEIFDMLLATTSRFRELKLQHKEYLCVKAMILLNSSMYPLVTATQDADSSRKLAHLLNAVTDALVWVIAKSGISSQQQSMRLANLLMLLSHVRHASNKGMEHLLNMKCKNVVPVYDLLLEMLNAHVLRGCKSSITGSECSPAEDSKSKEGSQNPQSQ
# An asterisk follows results filed as active; · = not tested or not shown; [ ] = another dose, or the depositor's remark.
SMILES,CD11b adhes enh,Smad3 inh,Mac1 fbg inh,sEH act,MT1-MMP txn act,sEH inh,Candida biofilm,ERa coact pot,ERb coact inh
O=C(CSc1nnc2ccccn12)NCCN1C(=O)CSC1=O,2,-3,-21,9,1.1,-6,0,103,-2
c1ccc(Cn2nnc3c(N4CCCC4)ncnc32)cc1,-2,6,-23,-7,1,6,8,119,-2
CC(=O)c1ccc(-n2c(C)ccc2-c2ccccc2)cc1,-3,·,0,-1,·,2,·,·,·
COC(=O)c1ccccc1OCC(=O)NC1CCCCC1,0,-1,-4,-1,1.5,0,5,95,2
CCN(CC)S(=O)(=O)c1cc(C(=O)O)ccc1Cl,-2,5[fluorescence artefact?],9,-1,·,5,-3,103,4
COC(=O)c1ccc(NC(=O)N2CCC(O)(c3cccnc3)CC2)cc1,0,-8,-7,-25,1.1,24,-1,100[fluorescence artefact?],-8
COc1cccc(OC)c1C(=O)NC(C)C12CC3CC(CC(C3)C1)C2 (stereo unspecified),1,-3,-4,-9,1.1,7,5,113,-3
Cc1cccc(Nc2nc(N3CCCC3)nc(N3CCCC3)n2)c1,-1,-17,-22,0,1,0,-3,95,-3
N/C(=N\c1nc2c(c(=O)[nH]1)CCCC2)Nc1ccccc1,-2,7,-7,-6,1,6,3,106,4[fluorescence artefact?]
Oc1ccc(Cl)cc1-c1cc(-c2cccc(Br)c2)n[nH]1,33,17,16,6,1.5,-3,8,104,-12
CCN(CC)C(=S)Sc1c(-c2ccccc2)c2cc(Cl)ccc2[nH]c1=O,-2,-10,24,-11,1.1,11,5,44,2
COc1ccc(CCNC(=O)C2CCN(S(=O)(=O)N3CCCCCC3)CC2)cc1OC,-3,3,-10,-37,1.1,37,-2,112,-7[fluorescence artefact?]
COc1cccc(NC(=O)NC2CCN(Cc3nnnn3Cc3ccc(F)cc3)CC2)c1,-5,-2,0,-53,1.1,52,·,115,-3
CCOc1ccc(CN(C(=O)c2oc3ccccc3c2C)C2CCS(=O)(=O)C2)cc1 (stereo unspecified),-2,-1,-4,9,1.3,-8,3,97,-12
CCCN(CCC)C(=O)CSc1nc2ccccc2c(=O)n1CC1COc2ccccc2O1 (stereo unspecified),·,4,·,8,1.1,-9,2,93,3[fluorescence artefact?]
COc1ccccc1C1/C(=C(/O)c2ccc(C)cc2)C(=O)C(=O)N1CC(C)O (stereo unspecified),·,-2,·,19,1,-22,-4,105,-3
COc1cc(/C=N/NC(=O)C(C)n2nnc3ccccc32)ccc1O (stereo unspecified),-4,·,13,-3,·,4,·,·,·
Cc1ccc(S(=O)(=O)N2CCN(S(=O)(=O)c3ccc(C)cc3)C2c2ccccc2)cc1,1,6,16,-8,1.2,9,4,121,-33
COc1ccccc1NC(=O)c1ccccc1NS(=O)(=O)N1CCCC1,3,6,-14,·,1,·,7,87,1
CC(NC(=O)CSc1n[nH]c(=O)n1C1CC1)C12CC3CC(CC(C3)C1)C2 (stereo unspecified),0,4,-9,1,1,-3,2,104,0
Cc1cccc(OCCC(=O)Nc2c(C)n(C)n(-c3ccccc3)c2=O)c1,-3,-2,-10,-6,1.2,4,-1,94[fluorescence artefact?],7[fluorescence artefact?]
O=C(CN1CCCCC1)NCCNC(=O)CN1CCCCC1,-3,-5,-6,11,1.1,-12,9,115,-9[fluorescence artefact?]
Cc1nc2ccc(NC(=O)c3ccc(Cl)s3)cc2s1,0,5,-10,·,1.5,·,1,96[fluorescence artefact?],-15
COC(=O)c1cc2ccsc2n1CC(=O)Nc1ccc(N(C)C)cc1,-4,7,7,13,0.9,-14,6,32[fluorescence artefact?],28

# Part of the list above, with each value named.
CC(=O)c1ccc(-n2c(C)ccc2-c2ccccc2)cc1
  CD11b adhes enh = -3; Smad3 inh = ·; Mac1 fbg inh = 0; sEH act = -1; MT1-MMP txn act = ·; sEH inh = 2; Candida biofilm = ·; ERa coact pot = ·; ERb coact inh = ·

CCN(CC)C(=S)Sc1c(-c2ccccc2)c2cc(Cl)ccc2[nH]c1=O
  CD11b adhes enh = -2; Smad3 inh = -10; Mac1 fbg inh = 24; sEH act = -11; MT1-MMP txn act = 1.1; sEH inh = 11; Candida biofilm = 5; ERa coact pot = 44; ERb coact inh = 2

CCOc1ccc(CN(C(=O)c2oc3ccccc3c2C)C2CCS(=O)(=O)C2)cc1 (stereo unspecified)
  CD11b adhes enh = -2; Smad3 inh = -1; Mac1 fbg inh = -4; sEH act = 9; MT1-MMP txn act = 1.3; sEH inh = -8; Candida biofilm = 3; ERa coact pot = 97; ERb coact inh = -12

# Going on with the list:
SMILES,CD11b adhes enh,Smad3 inh,Mac1 fbg inh,sEH act,MT1-MMP txn act,sEH inh,Candida biofilm,ERa coact pot,ERb coact inh
Cc1noc(/C=C/N(C)C)c1S(=O)(=O)N1CCCC(C(=O)N2CCc3ccccc32)C1 (stereo unspecified),·,6,·,2,1.1,-2,2,90,-1
COc1cccc(-n2nnc3c(=O)n(Cc4ccc(Cl)cc4)cnc32)c1,-4,2,-4,-13,1.3,11,-1,113,15
Cc1c2c(n3c(nc4ccccc43)c1C#N)N(Cc1ccccn1)CC2,·,11,·,·,1.1,·,-2,123,-1
CCOC(=O)N1CCC(NC(=O)Cn2ncc3ccccc32)CC1,2,-8,-26,-18,1.2,19,-2,101,-12
COC(=O)c1ccc(CSc2nc3ccc(Cl)cc3[nH]2)o1,-3,5,9,-32,·,33,6,114,-3
Cn1cc(CN2CCN(c3ccccc3)CC2)c2ccccc21,-5,-19,-9,8,1.1,-9,-5,104,-10
O=C(Nc1ccc2nc(-c3ccccc3)[nH]c2c1)c1cccs1,-3,15,10,4,1.7,-5,5,107,-28
Cc1nnc(SC(C)C(=O)Nc2ccc(Cl)cn2)n1Cc1ccccc1 (stereo unspecified),0,-6,-1,·,1,·,2,116,-2
N#Cc1ccccc1Sc1ccccc1C(=O)N1CCOCC1,-3,-1,-5,2,1.1,-2,7,109,-3
COc1ccc(C(=O)CSc2nnc(CNc3ccc(C)cc3C)n2Cc2ccco2)cc1,-2,5,9,-6,1.1,4,1,109[fluorescence artefact?],1
C=CCn1c(=O)/c(=C/c2ccc(Cl)cc2)s/c1=C(/C#N)c1nnc2n1CCCCC2,1,9,14,5,1.1,-8,11,100[fluorescence artefact?],-7
Cc1ccc2c(c1)cc(CN(Cc1cccs1)C(=O)c1ccco1)c1nnnn12,-4,-11,4,-4,1.2,3,8,102,11
Cc1cnc(NC(=O)CSc2c(Cl)cccc2Cl)s1,-2,8,-12,2,·,1,4,94[fluorescence artefact?],21
COc1ccc(C(=O)Nc2cc(C)nc3ccccc23)cc1OC,-5,12,-3,-6,1,8,6,131,-1[fluorescence artefact?]
O=C(Nc1ccccn1)NC1CCS(=O)(=O)C1 (stereo unspecified),3,8,-8,-10,1.1,11,4,114,22[fluorescence artefact?]
O=C(c1ccc(Cn2cc(Br)cn2)cc1)N1CCN(c2ccccc2)CC1,8,9,-6,2,1.2,1,8,105,-9
O=C(NC1CCCCC1)N1CCCCCCC1,3,-11,-4,-6,1.1,3,5,101,4
COc1ccc2c(c1)CCc1c(C(=O)N3CC4(C)CC3CC(C)(C)C4)noc1-2 (stereo unspecified),2,-3,31,0,1.2,2,6,92,2
N#Cc1nc(COc2ccccc2)oc1NCCCn1ccnc1,1,-16,-20,9,1.4,-8,0,101,-17[fluorescence artefact?]
CSc1ccc(Cl)c(C(=O)NCCOc2ccccc2)c1,4,·,11,7,·,-6,·,·,·
C=CCOc1cccc(C2C(C(=O)c3ccco3)=C(O)C(=O)N2CCN2CCOCC2)c1 (stereo unspecified),-2,-1,-11,·,1,·,1,115,4[fluorescence artefact?]
Cc1nc2ccc(S(=O)(=O)NC(C(=O)NC3CCCC3)C(C)C)cc2s1 (stereo unspecified),1,-3,-7,11,1.2,-14,7,134,-3
CS(=O)(=O)N1CCN(c2ccccc2NC(=O)c2ccc(-c3ccc(Cl)cc3Cl)o2)CC1,20,10,-2,5,1.3,-6,-1,142,8
CCCCN1CCc2c([nH]c3c(C)cccc23)C1=O,-1,3,3,·,1.5,·,3,587*[fluorescence artefact?],-10
NS(=O)(=O)c1ccc(Nc2nc(-c3ccc4ccccc4c3)cs2)cc1,-2,5,-6,-9,1,10,-3,91,-3
CN(C(=O)N1CCN(c2ccccn2)CC1)c1ccccc1,·,9[fluorescence artefact?],·,8,1.1,-8,4,110,-2
CC1(C)CC(=O)C=C(Nc2ccccn2)C1,3,-9,3,11,1.1,-8,-1,91[fluorescence artefact?],-13[fluorescence artefact?]
CCCn1c(N2CCN(C)CC2)nc2c1c(=O)[nH]c(=O)n2C,·,4,·,17,1.1,-11,-1,104[fluorescence artefact?],-11
O=C(NCc1ccc(N2CCCC2=O)cc1)Nc1ccccc1,5,5[fluorescence artefact?],-26,-22,1.2,21,10,105,-3
COC(=O)c1cccc(Oc2nc3c(c(=O)n(C)c(=O)n3C)n2Cc2ccc(C)cc2)c1,·,2,·,·,1.2,·,9,95[fluorescence artefact?],4[fluorescence artefact?]
CCOC(=O)CCc1c(C)c2ccc(OCc3nn[nH]n3)cc2oc1=O,2,2,-9,-2,1.1,2,3,110,2
CC(C)CCNC(=O)Nc1ccc2c(c1)N(C)C(=O)CS2,11,0,-6,-56,1.2,57,0,99,5
CC(=O)Nc1cccc(Cl)c1C(=O)O,-1,19[fluorescence artefact?],-6,·,1.1,·,9,110,3
CCCCNc1nnc(SCC(=O)N2CCN(S(=O)(=O)c3ccc4ccccc4c3)CC2)s1,-3,·,5,-2,·,3,·,·,·
O=C(c1cc2sccc2n1Cc1ccc(F)cc1)N1CCCc2ccccc21,·,4,·,5,1,-5,0,107,-13
COc1ccccc1C(c1nnnn1CCc1ccccc1)N1CCN(c2ccccc2)CC1 (stereo unspecified),-3,-4,-5,-14,1.1,12,·,113,-3
Cc1ccc(CN(C(=O)c2sc3ccccc3c2Cl)C2CCS(=O)(=O)C2)cc1 (stereo unspecified),·,5,·,4,1.1,0,11,89,12
CCN(CC)c1ccc(NC(=O)c2cc(OC)cc(OC)c2)c(C)c1,2,0,14,3,0.6,0,5,128,10[fluorescence artefact?]
O=C(Cn1c(NCCO)nc2ccccc21)c1ccccc1,·,-3,·,·,1.1,·,6,113,2
O=C(Nc1ccc(F)cc1F)c1ccco1,-6,-4,-1,2,1,-3,8,93[fluorescence artefact?],19[fluorescence artefact?]
COc1cccc(NC(=O)CSc2nc(C)cs2)c1,-1,·,6,-6,·,4,·,·,·
COc1ccc(CN(CC2CCCO2)C(=O)CN2C(=O)COc3ccccc32)cc1OC (stereo unspecified),·,11,·,-8,1.3,9,-2,113,-8
Cc1ccc([N+](=O)[O-])cc1-c1ccc(/C=N/NC(=O)c2cc3c(ccc4ccccc43)o2)o1,18,·,-3,-5,·,7,·,·,·
CC(NC(=O)c1ccccc1F)C(=O)O (stereo unspecified),·,9,·,4,1.2,-5,1,93,-9
COc1ccc(N(CC(=O)Nc2ccccc2C(=O)NCCc2ccccc2)S(C)(=O)=O)cc1OC,6,10,3,20,1.1,-17,8,106,-6
Cc1ccc(-c2[nH]c(=O)n3ccncc23)s1,·,-3[fluorescence artefact?],·,-9,1.2,10,7,99,2
O=C1C(=O)N(c2ccccc2)c2ccccc21,-6,0,-7,1,1,1,-4,114[fluorescence artefact?],21
CCOc1nc(-c2ccc(OC)cc2)ccc1-c1noc(-c2cccnc2)n1,·,-3[fluorescence artefact?],·,-7,1,8,6,126,13[fluorescence artefact?]
COC(=O)c1[nH]c2ccccc2c1NC(=O)CN1CCCCCC1,0,-1,2,4,1.1,-5,6,139,6[fluorescence artefact?]
O=C(Nc1ccc2oc(-c3ccccc3F)nc2c1)c1ncn[nH]1,-1,·,8,-2,·,3,·,·,·
Cc1ccc(Cn2nc(C)c3cc(C(=O)OCC(N)=O)sc32)cc1,-1,-19,-4,-2,1,1,1,90,-8

# Screening data: PubChem BioAssay, several laboratories

# Not all compounds are listed; rates above refer to the full screens.
